Screening results deposited in PubChem by Broad Institute.
NSD2 inh = inhibitors of human histone methyltransferase NSD2; NSD2 peptide methylation, AlphaScreen, 120 min; O96028; inhibition, % at 12.5 µM; hit rate 0.54% among 310,000; in the data active = inhibition above about 50%
MITF act = activators of MITF-driven TRPM1 promoter activity in SK-MEL-5 cells; SK-MEL-5 TRPM1-promoter luciferase, 24 h; % of positive control, neutral wells = 0; activation, % at 12.5 µM; hit rate 0.75% among 300,000;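 active = mean activation of at least 80% with every replicate also reaching 80%; inconclusive = mean reaches 80% but some replicate falls short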;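 note: 0% = neutral control wells and 100% = parthenolide positive control wells; values of inactives mirror those of a sister screen read the other way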
SR-BI DiI inh = blocks mouse SR-BI lipid uptake from DiI-HDL; hit rate 0.96% among 320,000; Q61009; AID 488896; ldlA[mSR-BI] CHO cells, DiI-HDL uptake fluorescence, 3 h; inhibition, % at 12.5 µM;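 active = mean replicate inhibition of at least 70% and a set share of replicates each scoring 70 or more; inconclusive = meets just one of the two criteria; inactive = fails both criteria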;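 note: 0% = median of neutral control wells and 100% = median of positive control wells; values of inactives mirror those of a sister screen read the other way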
Target sequence (Q61009 whole entry, looked up): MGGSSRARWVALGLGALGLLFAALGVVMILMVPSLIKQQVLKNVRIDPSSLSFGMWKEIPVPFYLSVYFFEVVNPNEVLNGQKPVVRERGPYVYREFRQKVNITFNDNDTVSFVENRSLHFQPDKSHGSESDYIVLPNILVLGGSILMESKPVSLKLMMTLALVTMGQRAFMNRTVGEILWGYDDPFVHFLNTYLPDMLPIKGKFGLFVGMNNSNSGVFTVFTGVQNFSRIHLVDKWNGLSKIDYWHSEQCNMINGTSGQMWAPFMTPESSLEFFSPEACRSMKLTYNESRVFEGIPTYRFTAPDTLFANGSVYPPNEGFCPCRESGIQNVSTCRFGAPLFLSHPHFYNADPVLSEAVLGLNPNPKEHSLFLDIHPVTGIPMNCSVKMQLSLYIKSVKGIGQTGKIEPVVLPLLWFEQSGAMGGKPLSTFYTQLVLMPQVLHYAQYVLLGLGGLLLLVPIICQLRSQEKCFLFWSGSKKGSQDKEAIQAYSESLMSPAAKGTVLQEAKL
dFosB activator = enhances mouse delta FosB homodimer DNA binding. P13346. purified delta FosB, TAMRA-CDK5 oligo fluorescence polarization; percent of positive-control signal above neutral wells. activation, % at 25 µM. hit rate 0.99% among 340,000;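 active = mean activation above about 17%, with every replicate also reaching it, limit read from the data, passing the limit was not always enough; inconclusive = only one of the two conditions met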;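 note: fluorescence polarization rise as delta FosB binds a TAMRA Cdk5 AP-1 oligo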
Target sequence (P13346 whole entry, looked up): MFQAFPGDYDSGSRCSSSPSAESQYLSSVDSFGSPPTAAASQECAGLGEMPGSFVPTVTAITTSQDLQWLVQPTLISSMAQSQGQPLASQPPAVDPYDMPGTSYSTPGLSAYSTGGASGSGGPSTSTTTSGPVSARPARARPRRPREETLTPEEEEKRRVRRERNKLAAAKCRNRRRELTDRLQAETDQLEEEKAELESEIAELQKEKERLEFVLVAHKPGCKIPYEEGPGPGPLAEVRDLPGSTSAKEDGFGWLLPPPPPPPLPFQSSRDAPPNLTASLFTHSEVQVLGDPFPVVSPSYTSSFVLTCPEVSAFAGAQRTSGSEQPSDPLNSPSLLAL
CAL PDZ FP-1 = blocks peptide binding to human CAL PDZ domain | inhibition, % at 20 µM | Q9HD26 | AID 504414 | purified CAL PDZ, TMR-peptide fluorescence polarization, 1 h | hit rate 0.02% among 330,000;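 active = highest replicate inhibition of at least 40%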;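 note: plate controls were DMSO neutral control wells for no effect and unlabeled competitor peptide control wells for full effect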
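System: tagged CAL PDZ domain. Schedule: 1 h room-temperature incubation prior to read. Signal: fluorescence polarization (mP). Measure: percent inhibition from loss of millipolarization.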
PfHsp90 yeast 2 = inhibits growth of yeast expressing Plasmodium falciparum Hsp90 | inhibition, % at 9.4 µM | AID 504621 | hit rate 0.32% among 310,000 | S. cerevisiae expressing PfHsp90, BacTiter-Glo ATP, 48 h; yeast lacking PDR1 and PDR3 efflux regulators;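 active = every replicate shows inhibition above about 80%, whatever the replicate mean, limit read from the data; inconclusive = mean inhibition reaches the set limit but some replicate falls short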;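 note: 0% = DMSO neutral controls and 100% = 20 µM radicicol positive controls; yeast relying on Plasmodium falciparum Hsp90 in place of its own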
PvdQ inh = blocks Pseudomonas aeruginosa PvdQ acylase activity | purified PvdQ acylase, fluorescence plate reader | inhibition, % at 10 µM | hit rate 0.063% among 340,000 | AID 488965; in the data active = inhibition above about 30%, passing the limit was not always enough; inconclusive = no clear call, values can overlap the other calls;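 note: 0% = vehicle neutral wells and 100% = reference inhibitor wells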
Rtt109 HAT inh = inhibitors of Candida albicans Rtt109/Vps75 histone acetyltransferase | Q5AAJ8 | purified Rtt109/Vps75, ThioGlo CoA-SH fluorescence, 4 h | inhibition, % at 34.9 µM | hit rate 0.16% among 330,000 | AID 540336;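 active = inhibition of at least 50% in every replicate; inconclusive = best replicate reaches 50% inhibition but some replicates fall short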
SR-BI uptake up = activators of SR-BI mediated HDL lipid uptake. AID 504775. hit rate 0.096% among 320,000. activation, % at 12.5 µM. CHO ldlA[mSR-BI] cells, DiI-HDL uptake fluorescence, 3 h; 100 = double the neutral-control signal;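 active = mean replicate activation of at least 60% and every replicate at or above 60%; inconclusive = mean or all-replicate condition met, but not both; inactive = mean below 60% and not all replicates reaching 60%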;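 note: 0% = median plate neutral-control signal and 100% = twice that signal; values of inactives mirror those of a sister screen read the other way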
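Assay system: LDL receptor-deficient CHO ldlA cells overexpressing murine SR-BI / Medium: BSA-supplemented, HEPES-buffered Ham's F12, pH 7.4 / Probe or stimulus: DiI-labelled HDL at 10 µg/mL final / Timing: compound with DiI-HDL co-incubation, 3 h at 37 °C / Technique: bottom-read cell fluorescence after medium removal, ex 550/em 595 nm / Measure: HDL uptake via cellular fluorescence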
CAL PDZ FP-2 = blocks peptide binding to the human CAL PDZ domain; Q9HD26; purified CAL PDZ, TMR-peptide fluorescence polarization, 1 h; inhibition, % at 24.9 µM; hit rate 0.92% among 300,000; AID 602252;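 active = mean inhibition of at least 30% with at least half of replicates also reaching 30%; inconclusive = no clear call, values can overlap the other calls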;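 note: 0% = DMSO neutral control and 100% = excess unlabeled competitor peptide PRC23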
* marks the source's active call; other numbers are inactive results; ? = inconclusive; nt = not tested or not shown; & = joins results of further samples; ! = not active in a repeat.

Start of the data: the first 9 compounds as a preview:
NSD2 inh	MITF act	SR-BI DiI inh	dFosB activator	CAL PDZ FP-1	PfHsp90 yeast 2	PvdQ inh	Rtt109 HAT inh	SR-BI uptake up	CAL PDZ FP-2	mol
17	-1	-3	-1	-0.8	nt	3	10	3	-2	COCCN(C(=O)c1ccc(C)o1)c1c(N)n(CC(C)C)c(=O)[nH]c1=O
4	-6	39	-8	-1.3	nt	-2	-11	-39	-4	Cc1cccc(NC(=O)c2cc(-c3ccccn3)nc3ccccc23)c1C
4	nt	34	-4	-0.3	-10	-7	-3	-34	0	CCOC(=O)C(=CNc1cc(C)nn1C(C)(C)C)C(=O)OCC
-1	-1	3	1	8.3	-7	-2	0	-3	-4	CN1Cc2ccccc2N(CC(=O)NCc2ccccc2)C1=O
12	4	-4	-6	-1.1	16	-14	1	4	-1	COc1ccc(NC(=O)C(C)N2c3cccc4cccc(c34)S2(=O)=O)cc1 (stereo unspecified)
0	4	20	-7	-3.7	-7	-1	-1	-20	-6	CCN(CC(=O)Nc1ccc(OC)cc1)C(=O)CSCC(=O)Nc1ccc(C)cc1
-3	10	-7	0	0.8	-8	-6	0	7	-4	Cc1c(C)c(C)c(/C=[N+](/C)[O-])c(C)c1C
-7	nt	-17	-3	-0.1	-8	-10	0	17	-4	Cc1nnc2ccc(N3CCCCC3)nn12
nt	-11	-15	-4	-1.8	-23	-14	0	15	1	Cc1ccc(-n2c(SCC(=O)N3CCOCC3)nnc2-c2cccnc2)cc1C

The listing, previewed entries included:
NSD2 inh	MITF act	SR-BI DiI inh	dFosB activator	CAL PDZ FP-1	PfHsp90 yeast 2	PvdQ inh	Rtt109 HAT inh	SR-BI uptake up	CAL PDZ FP-2	mol
17	-1	-3	-1	-0.8	nt	3	10	3	-2	COCCN(C(=O)c1ccc(C)o1)c1c(N)n(CC(C)C)c(=O)[nH]c1=O
4	-6	39	-8	-1.3	nt	-2	-11	-39	-4	Cc1cccc(NC(=O)c2cc(-c3ccccn3)nc3ccccc23)c1C
4	nt	34	-4	-0.3	-10	-7	-3	-34	0	CCOC(=O)C(=CNc1cc(C)nn1C(C)(C)C)C(=O)OCC
-1	-1	3	1	8.3	-7	-2	0	-3	-4	CN1Cc2ccccc2N(CC(=O)NCc2ccccc2)C1=O
12	4	-4	-6	-1.1	16	-14	1	4	-1	COc1ccc(NC(=O)C(C)N2c3cccc4cccc(c34)S2(=O)=O)cc1 (stereo unspecified)
0	4	20	-7	-3.7	-7	-1	-1	-20	-6	CCN(CC(=O)Nc1ccc(OC)cc1)C(=O)CSCC(=O)Nc1ccc(C)cc1
-3	10	-7	0	0.8	-8	-6	0	7	-4	Cc1c(C)c(C)c(/C=[N+](/C)[O-])c(C)c1C
-7	nt	-17	-3	-0.1	-8	-10	0	17	-4	Cc1nnc2ccc(N3CCCCC3)nn12
nt	-11	-15	-4	-1.8	-23	-14	0	15	1	Cc1ccc(-n2c(SCC(=O)N3CCOCC3)nnc2-c2cccnc2)cc1C
-4	-8	19	-10	-1.5	-8	-2	0	-19	nt	CCOc1ccc(N(CC(=O)NCCc2ccc(F)cc2)S(=O)(=O)c2ccccc2)cc1
0	-3	54	-13	-0.1	18	-4	8	-54	-1	Cc1cccc(NC(=O)c2ccc(NCCc3ccccc3)c([N+](=O)[O-])c2)c1
0	2	-5	0	-0.4	15	-1	20	5	-9	O=C(COC(=O)c1cccc(O)c1)Nc1ccc(S(=O)(=O)N2CCOCC2)cc1
-2	9	47	-2	-0.7	-24	-13	4	-47	nt	COc1ccccc1CCNC(=O)c1cc(C2CC2)nc2c1cnn2C(C)C
1	-5	-5	-5	-0.4	14	-19	-3	5	-2	COc1cc(SC)ccc1C(=O)N1CCCCCC1
0	-8	-3	-1	0.2	-15	-8	0	3	-4	CCOC(=O)CC(NC(=O)Cc1cccs1)c1ccccc1Cl (stereo unspecified)
-1	-1	12	-15	-1.6	2	-15	-7	-12	-1	CCOc1ccc(N2C(=O)CC(SC(=NC)Nc3cccc(OC)c3)C2=O)cc1 (stereo unspecified)
4	2	nt	-1	-1.3	2	-7	-2	nt	-1	CCOc1ccc(NC(=O)CCn2cccc2)cc1
nt	-29	11	66*	-1.4	-25	-13	4	-11	3	C=CC(=O)Nc1cccc(Oc2ccnc(Nc3ccc(N4CCN(C)CC4)cc3)n2)c1
0	3	-2	11	-1.3	9	0	-1	2	2	O=C(COc1ccc2c3c(c(=O)oc2c1)CCC3)Nc1ccccn1
-1	-7	nt	-10	-1.7	12	-17	-6	nt	-3	COC(=O)c1ccccc1NC(=O)COC(=O)[C@H](C)NC(N)=O
nt	-8	22	-5	-0.2	-12	-9	1	-22	1	O=C(CN1C(=O)CC(c2ccco2)Sc2ccccc21)Nc1ccccc1F (stereo unspecified)
1	-11	nt	5	-2.2	0	0	32	nt	2	O=C(N1CCOCC1)N1CCN(CC(O)COc2ccc3ccccc3c2)CC1 (stereo unspecified)
31	-3	-6	?	-0.4	-52	-6	3	6	-4	Cc1nc(-c2cc(C#N)c(Sc3ccc(Cl)cc3Cl)nc2C)cs1
-1	10	-2	-10	-1.3	4	-28	-5	2	nt	COc1ccccc1CN(C)CC(=O)Nc1ccc(Cl)cc1F
nt	-5	0	2	-1.2	7	-10	76*	0	-2	O=C1CC(=O)N(Cc2ccco2)C(=S)N1
3	nt	-9	-4	1.1	0	-2	-1	9	1	CC(CNC(=O)c1cccc(Br)c1)n1cncn1 (stereo unspecified)
-3	nt	7	2	0.1	5	-12	-1	-7	nt	CCCN1CNC(=S)N(c2cccc(C)c2)C1
nt	-14	23	-11	-2.5	-36	7	4	-23	-10	COc1ccc(OC)c(C2=Nn3c(nnc3C3CCCCC3)SC2)c1
16	-9	-6	3	-1.0	-2	-5	-6	6	0	O=[N+]([O-])c1cc(S(=O)(=O)N2CCCC2)ccc1NN=C1CCCCC1
-2	-14	nt	-9	-2.6	5	9	-1	nt	-4	O=C(O)C1CCN(C(=O)CSc2nc3cc(Cl)ccc3c(=O)n2Cc2ccccc2)CC1

Remaining list, next part.
NSD2 inh	MITF act	SR-BI DiI inh	dFosB activator	CAL PDZ FP-1	PfHsp90 yeast 2	PvdQ inh	Rtt109 HAT inh	SR-BI uptake up	CAL PDZ FP-2	mol
-3	nt	-4	-7	-0.4	-9	-8	17	4	-6	CCCCc1n[nH]c2c1/C(=N/OCC)CC(C)(C)C2
-3	nt	7	2	-0.1	-7	-9	-4	-7	-2	CCc1ccc(S(=O)(=O)n2c(C)nc3ccccc32)cc1
nt	2	18	-3	-0.2	-3	-17	-1	-18	-1	CCCCN(CC)CCCNC(=O)CC1Nc2ccccc2NC1=O (stereo unspecified)
8	-5	-5	-2	-2.0	nt	-2	5	5	0	CCOc1cc(N2CCOCC2)c(OCC)cc1NC(=O)[C@H](C)N1C(=O)C2CC=CCC2C1=O (stereo partly specified)
nt	31	68	-5	-0.9	-33	-4	-2	-68	1	COc1cc(OC)cc(-c2cc3cc4c(cc3cn2)OCO4)c1
1	-7	-48	-4	-0.3	-18	-10	nt	48	-3	COc1ccccc1-n1nnnc1SCC(=O)Nc1oc(C)c2c(C)n[nH]c(=O)c12
-3	3	0	-4	-1.5	22	-20	-1	0	-3	Cc1ccc(NC(=S)N2CCN(c3ncccn3)CC2)c(C)c1
35	-4	20	-11	-2.3	7	-12	-5	-20	-4	COc1ccccc1N1CCN(C(=O)C(=O)c2c[nH]c3ccccc23)CC1
5	-2	12	-7	-1.7	13	-14	6	-12	-1	Cc1nn(Cc2ccc(Cl)cc2Cl)c(C)c1NC(=O)NC12CC3CC(CC(C3)C1)C2
12	-96	1	-1	-6.3	99*	-5	-16	-1	-4	COc1ccccc1C(=O)Nc1nc2ccccc2[nH]1
-1	6	11	1	nt	11	3	5	-11	-3	O=C(CN1CCOCC1)Nc1nc2ccc(F)cc2s1
12	2	-20	0	0.5	0	3	1	20	1	COc1ccc(CC(=O)N(C)Cc2ccc(Cl)cc2)cc1S(=O)(=O)N1CCOCC1
-1	32	5	-9	0.4	3	-9	-9	-5	-5	Cc1cc(C(=O)Nc2ccc(Cl)cc2)on1
-1	-3	19	-29	-3.2	nt	-7	-1	-19	-1	COc1cccc2cc(-c3nnc(SCC(=O)NCc4ccccc4)n3C)oc12
-4	nt	-31	-14	-1.8	-17	-12	3	31	-2	Cc1ccc(S(=O)(=O)N(CCCN2CCCC2=O)Cc2cc3c(C)ccc(C)c3[nH]c2=O)cc1
nt	3	-37	-9	-4.0	4	-8	-7	37	-7	Cc1cc(N2C(=O)C(O)=C(C(=O)c3cc4ccccc4o3)C2c2ccc([N+](=O)[O-])cc2)no1 (stereo unspecified)
nt	4	2	4	0.1	2	-3	10	4	-4	Cc1cc(NS(=O)(=O)c2ccc(N)cc2)no1
-3	16	3	4	1.5	-19	-7	2	-3	-4	CSc1ncccc1C(=O)OCC(=O)NC1CCC(C)CC1 (stereo unspecified)
-1	11	-1	3	-5.2	nt	-6	1	1	-3	CC(C(=O)OCC(=O)c1cccc([N+](=O)[O-])c1)N1C(=O)C2C3CCC(C3)C2C1=O (stereo unspecified)
0	0	-20	-8	-0.8	4	16	-4	20	-2	CC(=O)[C@@H]1[C@@H](C(=O)c2ccccc2)[C@]2(C(=O)Nc3ccccc32)[C@H]2C=Cc3cc(F)ccc3N12
0	32	-10	-1	-0.1	-13	-4	0	10	-1	NNC(=O)CN1CCCc2ccccc21
0	-5	6	-2	-0.2	-2	-17	0	-6	nt	CCCN(CCC)S(=O)(=O)c1ccc(C(=O)N2CC3CCC(CC3)C2)cc1
4	1	-4	-6	1.2	-14	-13	-8	4	nt	COc1cccc(N2CCN(CC(=O)c3c(C)[nH]c4ccccc34)CC2)c1
0	-88&-69	-13&9	27*!	-5.3&-3.3	-1&7	1&-3	7&6	13&-9	-4&-1	CN1CCN(Cc2nc3ccccc3c(=O)n2Cc2nc(-c3ccc4ccccc4c3)cs2)CC1

Only CAL PDZ FP-2 and PfHsp90 yeast 2, for some of the entries so far:
compound,CAL PDZ FP-2,PfHsp90 yeast 2
CCOc1ccc(NC(=O)CCn2cccc2)cc1,-1,2
C=CC(=O)Nc1cccc(Oc2ccnc(Nc3ccc(N4CCN(C)CC4)cc3)n2)c1,3,-25
